Assay outcomes deposited in PubChem BioAssay by Sanford-Burnham Center for Chemical Genomics.
TIM10 inh: inhibits growth of TIM10 yeast strain; inhibition, % at 10 µM; S. cerevisiae TIM10 strain growth, BacTiter-Glo luminescence, 24 h; AID 463195; 330,000 compounds, 1.4% hits;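 active means inhibition of 40% or more at the single tested concentration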;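 further: wild-type TIM10 isogenic control strain grown at permissive 25 °C; 0% = DMSO yeast wells and 100% = minimal medium wells without yeast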
Mdm2-MdmX inh: inhibitors of human Mdm2/MdmX interaction; O15151+Q00987; SaOS-2 split-luciferase Mdm2/MdmX complementation, luminescence; inhibition, % at 8 µM; 330,000 compounds, 3% hits; AID 485346;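 active means inhibition of at least 50% at 8 µM in the primary screen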
Target sequence (O15151 whole entry, looked up): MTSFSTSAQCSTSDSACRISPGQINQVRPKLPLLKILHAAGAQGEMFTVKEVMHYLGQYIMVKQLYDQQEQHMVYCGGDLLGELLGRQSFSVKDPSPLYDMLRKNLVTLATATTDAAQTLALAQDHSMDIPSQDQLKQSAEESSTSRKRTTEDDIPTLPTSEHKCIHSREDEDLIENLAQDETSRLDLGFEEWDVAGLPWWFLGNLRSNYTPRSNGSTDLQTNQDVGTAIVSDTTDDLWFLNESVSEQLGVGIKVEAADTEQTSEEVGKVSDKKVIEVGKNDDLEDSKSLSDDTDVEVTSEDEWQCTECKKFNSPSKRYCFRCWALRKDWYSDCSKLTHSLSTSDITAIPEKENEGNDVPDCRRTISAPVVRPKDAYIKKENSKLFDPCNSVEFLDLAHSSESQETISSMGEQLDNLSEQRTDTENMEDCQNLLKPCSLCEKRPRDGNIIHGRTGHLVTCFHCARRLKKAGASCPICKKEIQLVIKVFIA
Target sequence (Q00987 whole entry, looked up): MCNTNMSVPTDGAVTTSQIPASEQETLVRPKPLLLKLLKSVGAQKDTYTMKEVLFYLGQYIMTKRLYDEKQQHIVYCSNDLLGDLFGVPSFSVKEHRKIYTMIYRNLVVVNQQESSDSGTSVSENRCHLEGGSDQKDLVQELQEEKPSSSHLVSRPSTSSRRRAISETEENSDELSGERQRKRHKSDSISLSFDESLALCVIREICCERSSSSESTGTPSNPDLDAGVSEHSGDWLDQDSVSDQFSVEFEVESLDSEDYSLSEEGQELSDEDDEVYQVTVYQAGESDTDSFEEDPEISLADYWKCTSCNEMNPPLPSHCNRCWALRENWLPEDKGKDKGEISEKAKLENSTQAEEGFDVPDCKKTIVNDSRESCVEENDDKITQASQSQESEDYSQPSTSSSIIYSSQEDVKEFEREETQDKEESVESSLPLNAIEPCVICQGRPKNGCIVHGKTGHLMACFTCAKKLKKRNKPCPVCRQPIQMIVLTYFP
tim23-1 inh: tim23-1 yeast growth inhibition | 330,000 compounds, 1.3% hits | AID 463212 | inhibition, % at 20 µM | S. cerevisiae tim23-1 growth, BacTiter-Glo luminescence, 24 h;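 active means growth inhibition of the mutant yeast at or above 50%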;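 further: temperature-sensitive mutant grown at 25 °C; plate controls were DMSO-treated mutant yeast for no effect and medium wells lacking yeast for full effect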
tim10-1 inh: growth inhibitors of tim10-1 mutant yeast | 330,000 compounds, 2.2% hits | S. cerevisiae tim10-1 ts strain growth, BacTiter-Glo, 24 h | inhibition, % at 20 µM;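 active means inhibition of at least 40%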;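 further: mutant grown at 25 °C; 0% = DMSO wells with yeast and 100% = wells holding no yeast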
UPR XBP1 act: activators of adaptive arm of unfolded protein response (XBP1) | 330,000 compounds, 0.33% hits | activation, % at 20 µM | CHO-XBP1 luciferase reporter, IRE1-XBP1 UPR activation, luminescence; percent of tunicamycin response, DMSO as zero;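 active means versus positive control, 20 µM dose yields 30% or more activation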;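 further: 100% = tunicamycin at 10 µg/mL and 0% = DMSO only wells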
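Assay system: CHO-XBP1 luciferase reporter cells; Schedule: 6 h treatment, 37 °C; Detection: glow luminescence from Steady-Glo reagent; Benchmarks: high control tunicamycin 10 µg/mL final, low control DMSO vehicle only.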
UPR CHOP act: apoptotic UPR (CHOP) activation; CHO-CHOP luciferase reporter, luminescence; percent of tunicamycin response over DMSO baseline; activation, % at 10 µM; 330,000 compounds, 0.34% hits;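 active means at 10 µM dose, activation of 40% or more, normalized to positive control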;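 further: 100% = tunicamycin at 10 µg/mL and 0% = DMSO alone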
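Assay system: CHO-CHOP cells, stable luciferase reporter of PERK-eIF2a-CHOP signalling / Buffer or medium: F12 plus 10% serum / Compound dosing: one dose, 10 µM in 0.5% DMSO / Times: 6 h compound treatment, 37 °C / Technique: luciferase luminescence / Read-out: % reporter activation, DMSO baseline versus tunicamycin full activation / Benchmarks: tunicamycin and DMSO controls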
Jurkat NFkB inh: lowers PMA/ionomycin-induced NF-kB signal in Jurkat cells | PMA/ionomycin-induced NF-kB luciferase reporter, luminescence | inhibition, % at 4 µM | 330,000 compounds, 0.53% hits | AID 435003; in the data active means inhibition above about 50%
697 NFkB inh: inhibitors of the PMA/ionomycin-induced NF-kB reporter in 697 B cells; 697 B-cell NF-kB luciferase reporter, 16 h; inhibition, % at 4 µM; 330,000 compounds, 0.33% hits; in the data active means inhibition above about 35%
An asterisk follows results filed as active.

Compound	TIM10 inh	Mdm2-MdmX inh	tim23-1 inh	tim10-1 inh	UPR XBP1 act	UPR CHOP act	Jurkat NFkB inh	697 NFkB inh
CCOC(=O)C1CCN(S(=O)(=O)c2ccc3c(c2)CCN3C(=O)C2CCC2)CC1	62*	3	51*	1	-4	-1.0	11	-28
O=C(Nc1nc(-c2ccccn2)cs1)c1ccc(S(=O)(=O)N2CCCCC2)cc1	17	88*	40	7	2	3.6	24	-27
O=[N+]([O-])c1ccc(CNCc2cc(Cl)ccc2O)cc1	17	-9	43	9	-1	0.2	23	7
Cc1nc(NC(=O)CSc2nc3ccccc3s2)sc1C(=O)N(C)C	-9	7	3	-6	-1	1.6	-7	-19
CC(=NCCc1c(C)[nH]c2ccc(OCc3ccccc3)cc12)C1=C(O)CC(c2ccccc2)CC1=O (stereo unspecified)	-3	28	16	-16	-4	1.0	7	-32
CNC(=O)c1nc(C)n(-c2cc(Cl)ccc2Cl)n1	-4	18	11	-2	1	-1.7	9	10
CCN(CC(=O)NC(=O)NC1CCCC1)Cc1ccccc1	-5	12	-5	9	0	-0.2	7	14
COc1ccc(/C=N/NC(=O)c2cc(-c3ccccc3)nc3ccccc23)cc1O	19	8	27	28	1	-0.1	-19	5
CCOC(=O)c1c(NC(=O)CSc2nnc(C)c(=O)[nH]2)sc2c1CCC2	7	8	4	17	-2	0.9	4	6
Cc1csc(NC(=O)CCn2c(=O)sc3ccccc32)n1	15	-22	5	24	0	0.7	-2	-3
CC(C(=O)Nc1ccc2c(c1)OCO2)c1ccc([N+](=O)[O-])cc1 (stereo unspecified)	-10	19	3	-2	1	-1.3	-4	16
O=C(CN(C(=O)c1cccc([N+](=O)[O-])c1)C1CCCCC1)Nc1ccc(Cl)c([N+](=O)[O-])c1	-4	28	-4	14	2	0.5	-7	-5
O=C(NCc1cccnc1)Nc1ccc(F)cc1F	-9	0	16	15	0	0.9	-13	-7
CC(C)NC(=O)COc1ccc2c(c1)C(=O)CC(C)(C)O2	-9	29	-6	7	-3	5.1	4	-4
O=C(CSc1nc2ccccc2c(=O)n1-c1ccccc1)N1CCc2ccccc2C1	-17	24	25	8	-1	-0.4	30	-58
Cc1ccc(N2C(=O)N(CC(=O)Nc3ccc(C)c(C)c3[N+](=O)[O-])C(=O)C2C)cc1 (stereo unspecified)	0	25	0	-17	-2	-0.7	2	3
CCSC(=S)c1c(C)[nH]n(-c2ccccc2)c1=O	9	16	-11	3	-1	2.3	-6	-3
COc1ccc(C2NC(=S)N3C(c4ccc(OC)cc4)NC(=S)N23)cc1 (stereo unspecified)	-4	-22	0	0	1	2.5	1	2
COc1cccc(CN2CCN(C(=O)c3cccc4ccccc34)CC2)c1OC	6	6	7	14	0	-0.5	-19	-22
CCCCCCN(C(=O)CCCCCN1C(=O)NC(c2ccc(-c3ccccc3)cc2)C(C(=O)OCc2ccccc2)=C1C)C(C(=O)NCCCC)c1ccc(OCC(=O)OC)cc1 (stereo unspecified)	2	8	12	-2	-1	1.1	6	-15
Cc1ccc(NC(=O)C(C)Sc2nc(-c3ccccc3)cc(=O)[nH]2)cc1 (stereo unspecified)	-19	16	-4	-22	4	-1.9	-7	3
COc1ccc(OC)c2[nH]c(C(=O)N3CCC(C(=O)O)CC3)cc12	-5	-8	-1	-2	-4	-1.3	-9	-10
O=C(CCCn1c(SCC(=O)c2ccc(F)cc2)nc2ccccc2c1=O)NCc1ccco1	-3	8	-5	20	0	1.7	-3	-26
Nc1c2nc(-c3ccccc3Cl)[nH]c(=O)c2nc(=O)n1-c1ccccc1	1	17	-1	-19	0	18	0	-28
COc1cccc(-c2nc3ccccc3c(=O)n2NC(=O)c2cccnc2Cl)c1	8	-17	6	10	1	0.2	-4	23
O=S(=O)(/C=C/c1ccccc1)c1ccccc1	-10	9	13	26	-2	-0.9	-2	7
CCOc1ccc(C2NC(=O)NC(C)=C2[N+](=O)[O-])cc1OC (stereo unspecified)	-8	-7	3	-5	-3	-1.7	-2	-18
O=C(NC(=S)Nc1ccc(N2CCOCC2)cc1)c1cncc(Br)c1	9	0	18	11	-2	0.6	-13	-22
CCOc1ccc(N2C(=O)CC(N3CCN(C4CCc5ccccc5C4)CC3)C2=O)cc1 (stereo unspecified)	4	28	0	-2	-6	-1.6	16	16
O=C(NCCCn1ccnc1)c1cc2c(s1)CCCC2	8	4	6	4	0	3.6	7	-29

Compound profiles, as listed above. Values in the order: TIM10 inh, Mdm2-MdmX inh, tim23-1 inh, tim10-1 inh, UPR XBP1 act, UPR CHOP act, Jurkat NFkB inh, 697 NFkB inh
Listed for `O=C(NCc1cccnc1)Nc1ccc(F)cc1F` = -9, 0, 16, 15, 0, 0.9, -13, -7
Listed for `CCOC(=O)c1c(NC(=O)CSc2nnc(C)c(=O)[nH]2)sc2c1CCC2` = 7, 8, 4, 17, -2, 0.9, 4, 6

(list continues)
Compound	TIM10 inh	Mdm2-MdmX inh	tim23-1 inh	tim10-1 inh	UPR XBP1 act	UPR CHOP act	Jurkat NFkB inh	697 NFkB inh
O=C(CCCNS(=O)(=O)c1cccc2nsnc12)NCc1ccccc1	7	7	-5	4	1	-1.0	-6	6
CN(C)CCCN(C(=O)c1ccc(S(=O)(=O)N(C)Cc2ccccc2)cc1)c1nc2c(F)cccc2s1	-10	40	2	8	2	2.7	-8	-4
O=C(O)CCCC(=O)N1CCc2cc(S(=O)(=O)NCc3ccccc3)ccc21	-4	-3	-1	5	3	0.3	-2	8
Cc1ccc(S(=O)(=O)N2CCN(C(C)C)CC2)cc1	-5	-5	17	11	-2	-1.1	-14	-13
CN(CC(=O)Oc1ccc(-c2nnco2)cc1)S(=O)(=O)c1ccc(F)cc1	-1	-8	-1	8	-4	0.3	8	3
Cc1onc(-c2ccccc2)c1C(=O)NC(CC(=O)O)c1ccc(OC(C)C)cc1 (stereo unspecified)	7	-23	14	20	-3	1.3	6	6
CCC1=NN2C(=N)/C(=C\c3cccn3-c3cccc(Cl)c3)C(=O)N=C2S1	35	11	37	46*	1	-1.5	3	9
CC(C)C(NS(=O)(=O)c1ccccc1)C(=O)N1CCN(C(=O)c2ccco2)CC1 (stereo unspecified)	2	24	8	-3	0	4.6	17	1
COc1cccc(N(CC(=O)NCCSc2ccccn2)S(=O)(=O)c2ccccc2)c1	7	9	15	13	4	0.5	-9	-17
CCC(=O)Nc1ccc(C(=O)N/N=C/c2ccccc2[N+](=O)[O-])cc1	4	-11	-5	10	2	2.2	-26	-28
COc1cccc(CN=C2Nc3ccccc3CS2)c1	3	-154	31	27	3	4.9	-64	-82
CCCN(C(=O)c1cc(Cl)nc2ccccc12)c1c(N)n(Cc2ccccc2)c(=O)[nH]c1=O	2	13	5	-10	-1	0.8	8	11
CC(O)CNc1nc2sc3c(c2c(=O)n1CCc1ccccc1)CCCCC3 (stereo unspecified)	26	7	41	35	2	3.8	-30	-15
Cc1cccc(Cn2c(SCCN3CCOCC3)nc3c2c(=O)n(C)c(=O)n3C)c1	17	0	28	26	0	2.2	-11	-3
CCOc1ccccc1C1N(c2ccc(OC)cc2)C(=O)C2CCCN21 (stereo unspecified)	10	-9	19	19	-4	3.1	1	9
Cc1cc(-c2ccc(S(=O)(=O)N(C)c3ccc(C)c(C)c3)s2)on1	-35	56*	17	17	-7	4.8	57*	-56
Cc1[nH]c2ccccc2c1C(=O)C(=O)NCC1CCCO1 (stereo unspecified)	-12	11	-1	14	-1	-0.8	1	8
CCOC(=O)c1ccc(NC(=O)CSc2ccc(-c3ccccn3)nn2)cc1	10	70*	8	-7	-1	1.3	14	-19
COc1ccccc1N1CCN(C2=NS(=O)(=O)c3ccccc32)CC1	-6	-5	8	5	0	0.7	0	-4
OC1=C(O)c2nc3ccccc3nc21	4	-18	11	6	0	2.6	-5	-6
O=C(COC(=O)Cc1ccccc1F)Nc1cccc(F)c1	21	-33	17	30	-1	0.0	3	26
O=C(C1CCC1)N1CCc2cc(S(=O)(=O)NCc3cccnc3)ccc21	-9	23	7	26	-2	-1.8	-4	-30
Cc1cc(C(=O)N/N=C/c2ccc3c(c2)OCO3)c2ccccc2n1	9	46	-1	13	1	0.3	27	-38
COC(=O)Cn1c(=NC(=O)c2ccc(OC)c(OC)c2)sc2cc(OC)ccc21	6	16	6	2	2	0.5	-11	1
Cc1[nH]c2ccccc2c1C(=O)COC(=O)C(C)C	4	-16	21	10	-1	4.2	0	26
Clc1cccc(OCCN2CCN(CCOc3cccc(Cl)c3)CC2)c1	-37	69*	-132	-47	2	-2.2	6	5
O=C(CC1C(=O)NCCN1C(=O)c1ccc([N+](=O)[O-])cc1)Nc1cccc(Cl)c1 (stereo unspecified)	13	20	11	9	-1	0.5	4	3
C/C(N)=C(/C#N)C(=O)CSc1nnnn1-c1ccc(C)cc1C	-7	16	15	16	-1	-0.6	18	-25
C=CCn1c(CNS(=O)(=O)c2ccc(Br)cc2)n[nH]c1=S	5	-10	8	12	-3	1.2	8	-16
O=c1oc(Nc2ccccc2F)nc2ccccc12	10	5	28	18	7	1.0	-15	-70

3 entries from above, with each value named:
CN(CC(=O)Oc1ccc(-c2nnco2)cc1)S(=O)(=O)c1ccc(F)cc1
- TIM10 inh: -1
- Mdm2-MdmX inh: -8
- tim23-1 inh: -1
- tim10-1 inh: 8
- UPR XBP1 act: -4
- UPR CHOP act: 0.3
- Jurkat NFkB inh: 8
- 697 NFkB inh: 3

Cc1onc(-c2ccccc2)c1C(=O)NC(CC(=O)O)c1ccc(OC(C)C)cc1 (stereo unspecified)
- TIM10 inh: 7
- Mdm2-MdmX inh: -23
- tim23-1 inh: 14
- tim10-1 inh: 20
- UPR XBP1 act: -3
- UPR CHOP act: 1.3
- Jurkat NFkB inh: 6
- 697 NFkB inh: 6

CCC1=NN2C(=N)/C(=C\c3cccn3-c3cccc(Cl)c3)C(=O)N=C2S1
- TIM10 inh: 35
- Mdm2-MdmX inh: 11
- tim23-1 inh: 37
- tim10-1 inh: 46*
- UPR XBP1 act: 1
- UPR CHOP act: -1.5
- Jurkat NFkB inh: 3
- 697 NFkB inh: 9

Next records.
Compound	TIM10 inh	Mdm2-MdmX inh	tim23-1 inh	tim10-1 inh	UPR XBP1 act	UPR CHOP act	Jurkat NFkB inh	697 NFkB inh
CCOc1ccc(OCc2ccc(C(=O)Nc3cccc(C)n3)o2)cc1	-3	-5	11	5	0	4.2	1	-139
O=C1CCC(c2ccccc2)c2ccccc21 (stereo unspecified)	5	0	-10	1	0	-1.8	-4	2
Cc1ccc(-n2nc3c(c2NC(=O)c2c(-c4ccccc4Cl)noc2C)CSC3)cc1	19	12	12	11	-5	-1.9	20	-1
Cc1ccc(CN2CCSc3ccc(C(=O)NCc4ccccn4)cc32)cc1	0	-5	32	38	-1	-0.7	-6	-8
O=C(Cn1ncc2c([nH]c3ccccc32)c1=O)N1CCc2ccccc2C1	-11	0	2	-2	-2	2.2	11	0
COc1ccc(-c2noc(CN(C)Cc3ccccc3)n2)cc1	-7	6	10	7	2	2.6	-11	-16
CC(C)c1ccc(NC2CCCN(C(=O)CCN3CCCCO3)C2)cc1 (stereo unspecified)	6	-12	13	16	0	-2.7	-19	1
CCc1cc(=O)oc2cc(C)cc(OC(C)C(=O)NCc3ccncc3)c12 (stereo unspecified)	2	3	7	10	-2	4.2	-4	-4
CCOCCCNC(=O)C(c1ccc(OC)cc1)N(Cc1cccs1)C(=O)c1ccccn1 (stereo unspecified)	15	22	17	28	-4	-0.2	-2	-4
CCN(CC)S(=O)(=O)c1cccc(C(=O)OC2CCOC2=O)c1 (stereo unspecified)	-9	1	12	8	-1	0.3	3	0
Cc1[nH]n(-c2ccc([N+](=O)[O-])cc2)c(=O)c1C=NCCc1c(C)[nH]c2ccccc12	45*	-9	8	21	-2	-0.4	0	7
COc1cccc(-c2ccc(=O)n(CC(=O)Nc3ccc(C(=O)N4CCCC4)cc3)n2)c1	6	30	-2	11	0	1.4	23	16
COCCN(C(=O)C(F)(F)F)C(C(=O)NC1CCCCC1)c1ccco1 (stereo unspecified)	-1	24	11	16	-2	4.0	-32	-1
